MT1-MMP act inh – inhibitors of human MT1-MMP activation. P50281. HT1080 RFP-PRO-GFP cells, GFP/RFP ratio fluorescence, overnight; percent of plate control window, DMSO zero. GFP/RFP ratio change, % at 20 µM. 0.061% of 360,000 active. AID 651647;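 active = GFP/RFP ratio change of at least 30% with cell ATP level not reduced by more than half and red fluorescence within 50% of control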; note: strong numbers were not always called active
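Material – HT1080 RFP-PRO-GFP cells · Control set – DMSO wells and RFP-L50D-GFP cells · Incubation – overnight cell settling, then overnight compound exposure, 37 °C, 5% CO2 · Compound dosing – single-point 20 µM compound, 1% DMSO · Read-out – GFP/RFP fluorescence ratio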
Rpn11 inh – Rpn11 (human) deubiquitinase inhibition. AID 588493. calls only at 20 µM. human 26S proteasome, Ub4-pepOG fluorescence polarization; 20S core pre-blocked with epoxomicin. 0.59% of 360,000 active;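 active = inhibition at 20 µM, scaled to each plate's controls, above about 33%, limit read from the data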
FAS TE block – FAS thioesterase (human) inhibition | P49327 | recombinant FAS-TE, OMFH fluorogenic substrate, fluorescence endpoint | inhibition, % at 15 µM | 0.67% of 360,000 active;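 active = compounds whose normalised, plate-corrected inhibition of enzyme fluorescence in the single-dose primary screen is 50% or more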;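 note: 0% = DMSO with enzyme and 100% = substrate without enzyme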
SKN-1 block – C. elegans SKN-1 inhibition | 0.49% of 360,000 active | AID 624304 | inhibition, % at 21.8 µM | C. elegans VP596 Pgst-4::GFP/RFP ratio, acrylamide-induced, 24 h;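 active = interference check ratio from 0.5 to 1.5 plus GFP to RFP signal ratio inhibition reaching or exceeding a fixed threshold, cut at about 30% in these data, passing the limit was not always enough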; note: some compounds called inactive have numbers as strong as hits
CSN inh – blocks human CSN-mediated cullin deneddylation; Q92905; Purified CSN, SCF-Nedd8-OG deneddylation, fluorescence polarization; inhibition, % at 12.5 µM; 0.38% of 360,000 active; AID 651999;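 active = pattern-corrected inhibition above about 35%, with an unprinted fluorescence ratio check between 0.5 and 1.5, limit read from the data, passing the limit was not always enough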;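 note: 0% = enzyme with substrate and 100% = substrate without enzyme; some results filed as inactive read as strong as hits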
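Test system: Human Csn5 produced in HEK293T cells | Compound: 12.5 µM single point | Times: 90 min, room temperature | Signal: Fluorescence polarization readout | Read-out basis: % inhibition of substrate cleavage by Csn5 | Controls: no-enzyme wells high, enzyme-with-substrate wells low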
Neddyl block – cullin neddylation inhibition; AID 651699; P61081+Q13564; calls only at 25 µM; TR-FRET cullin neddylation, biochemical; 0.58% of 360,000 active; in the data active = inhibition above about 36%
MLLE-PAM2 inh – inhibitors of microRNA-mediated deadenylation, human PABP1 MLLE binding; P11940; inhibition, % at 20 µM; AID 588489; 0.36% of 360,000 active; GST-MLLE / FITC-PAM2 fluorescence polarization; in the data active = inhibition above about 35%, passing the limit was not always enough;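 note: plate controls were DMSO wells with GST-MLLE for no effect and wells lacking GST-MLLE protein for full effect; some results filed as inactive read as strong as hits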
Rin1 Abl inh – blocks binding of human Rin1 to Abl; P00519+Q13671; TR-FRET Rin1/Abl binding, biochemical; inhibition, % at 7.35 µM; 0.4% of 360,000 active; in the data active = inhibition above about 5%, passing the limit was not always enough
NadD inh – inhibitors of Staphylococcus aureus NadD. AID 602399. purified NadD enzyme, colorimetric absorbance read-out. inhibition, % at 20 µM. 0.78% of 360,000 active; in the data active = inhibition above about 26%; note: some compounds past the cut are filed as inactive
Active calls of the source: *; i = inactive; · = not tested or not shown; + = active, no number.

SMILES | MT1-MMP act inh | Rpn11 inh | FAS TE block | SKN-1 block | CSN inh | Neddyl block | MLLE-PAM2 inh | Rin1 Abl inh | NadD inh
CCOCc1nnc(NC(=O)c2cc(C(=O)OC)cc([N+](=O)[O-])c2)s1 | 3 | i | 11 | 0 | 4 | i | 1 | 0 | 0
CC(=O)Nc1ccc(NC(=O)CCN2C(=O)C3CC=CCC3C2=O)cc1 (configuration not stated) | 2 | i | -8 | -13 | 0 | i | -6 | 1 | -3
C=CCC[C@H](Cc1ccc(F)cc1)C(=O)OC[C@@H](C)NC(=O)[C@H](CC=C)CC(=O)N(CCO)Cc1ccccc1 | -7 | i | 18 | -1 | -3 | i | -12 | -1 | 1
c1ccc(-c2nc3c([nH]2)CCc2nonc2-3)cc1 | 0 | i | 1 | 11 | 6 | i | 10 | -2 | 3
CC(OC(=O)c1ccc(F)c(S(=O)(=O)N2CCOCC2)c1)C(=O)NCC1CCCCC1 (configuration not stated) | 9 | i | 0 | -23 | -4 | i | 4 | 5 | -2
C#CC1CN(Cc2ccccc2)CC(C#C)N1C (configuration not stated) | 1 | i | -5 | 6 | -2 | i | 2 | 3 | 4
CCCCCCn1ccc(=N)cc1 | -7 | i | -5 | 29 | -4 | i | 7 | 3 | 0
Clc1ccc(-c2cc3nc(NCc4cccc(Cl)c4)ccn3n2)cc1 | 0 | i | 21 | 21 | 2 | · | -20 | -3 | 3
COCCOC(=O)/C(=C/c1ccc(OC(=O)c2ccccc2)cc1)C(C)=O | 0 | i | -5 | 1 | 3 | i | 1 | -3 | -1
O=C(O)c1cc(-n2nnnc2SCc2ccccc2F)ccc1Cl | -7 | i | -7 | -5 | 1 | i | 4 | 3 | -6
O=C(CN1C(=O)CSc2ccc(S(=O)(=O)N3CCOCC3)cc21)NCCc1ccccc1 | 3 | i | 1 | 13 | -6 | i | -19 | -3 | -7
COC(=O)CCc1c(C)nc(N)[nH]c1=O | 5 | i | -8 | 0 | -6 | i | 2 | 0 | 2
Cc1ccc(N(CC(O)CN2CCCCC2)S(=O)(=O)c2ccc(C)cc2)cc1 (configuration not stated) | -2 | i | -2 | 9 | 4 | i | -8 | 2 | -7
Cc1ccc2nc(C)cc(Nc3ccc([N+](=O)[O-])cc3)c2c1 | 0 | + | -2 | -4 | 4 | i | -31 | -5 | -4
CCOc1ccc(S(=O)(=O)N(C)c2ccc(OCC(=O)OCc3c(C)noc3C)cc2)cc1 | 3 | i | 18 | 7 | 4 | i | -11 | -1 | -8
CCCOc1ccc(/C=C/C(=O)NCc2ccccc2)cc1 | 4 | i | -1 | 11 | 9 | i | 6 | -1 | -4
COc1ccc(Cl)cc1/C=C1/C(=O)ON=C1C | -2 | i | 1 | 14 | 5 | i | 15 | 2 | 5
Cc1ccnc(NCc2c(O)ccc3ccccc23)c1 | 1 | i | 15 | 29 | 5 | i | 10 | -1 | -2
CCC(=O)N(CCc1ccc(S(N)(=O)=O)cc1)C1CC(=O)N(c2ccc(OC)cc2)C1=O (configuration not stated) | -8 | i | -3 | -14 | -1 | i | -8 | -4 | 4
COc1ccc(Br)cc1/C=N/NC(=O)CN1CCN(Cc2ccccc2)CC1 | 2 | i | 1 | 0 | -2 | i | -8 | 3 | 0
Cc1ccc(Cl)cc1NC(=O)COC(=O)C1CCCC1 | 0 | i | 1 | -5 | 2 | i | 16 | 0 | 1
COc1oc(-c2ccccc2C)nc1C(F)(F)F | 7 | i | 4 | -4 | -2 | i | 4 | 0 | -3
C/C(=N\NC(=O)C(=O)Nc1cc(C)ccc1C)c1ccncc1 | 4 | i | -4 | -9 | -2 | i | -7 | 0 | -5
CC(=O)N1CCN(S(=O)(=O)c2ccc(S(=O)(=O)NC3CC3)cc2)CC1 | 4 | i | -8 | -20 | -3 | i | 8 | -6 | -2
O=C1CCCN1C(=O)CSc1nnnn1-c1cccc(F)c1 | 2 | i | -5 | -10 | 2 | i | 1 | 5 | -4

2 entries from above, with each value named:
O=C(O)c1cc(-n2nnnc2SCc2ccccc2F)ccc1Cl
  MT1-MMP act inh: -7
  Rpn11 inh: i
  FAS TE block: -7
  SKN-1 block: -5
  CSN inh: 1
  Neddyl block: i
  MLLE-PAM2 inh: 4
  Rin1 Abl inh: 3
  NadD inh: -6
O=C(CN1C(=O)CSc2ccc(S(=O)(=O)N3CCOCC3)cc21)NCCc1ccccc1
  MT1-MMP act inh: 3
  Rpn11 inh: i
  FAS TE block: 1
  SKN-1 block: 13
  CSN inh: -6
  Neddyl block: i
  MLLE-PAM2 inh: -19
  Rin1 Abl inh: -3
  NadD inh: -7

(listing goes on)
SMILES | MT1-MMP act inh | Rpn11 inh | FAS TE block | SKN-1 block | CSN inh | Neddyl block | MLLE-PAM2 inh | Rin1 Abl inh | NadD inh
Cc1cccc2cc(CN(C(=O)c3cccc([N+](=O)[O-])c3)C(C)C)c(=O)[nH]c12 | -7 | i | -5 | -16 | -3 | i | -4 | -1 | 1
Cc1ccc(NC(=S)NCCCN2CCOCC2)cc1 | -1 | i | -10 | 10 | -7 | i | 0 | 0 | 0
Cc1ccccc1OCCC(=O)N(CC(C)C)c1c(N)n(Cc2ccccc2)c(=O)[nH]c1=O | 0 | i | -2 | -8 | 2 | i | 4 | 0 | -5
CN(C)C(CNS(=O)(=O)c1cc([N+](=O)[O-])ccc1Cl)c1ccco1 (configuration not stated) | -2 | i | 4 | -16 | 8 | i | 14 | 3 | 2
O=C(CN1CCN(c2ccccn2)CC1)Nc1ccc2ccccc2c1 | 0 | i | 5 | 9 | 0 | i | 4 | 3 | 0
Fc1ccc(C2=NNC(=NCc3ccccc3)SC2)cc1F | 2 | i | -8 | 8 | 2 | i | -52 | 1 | 0
c1ccc(-c2cn3cccnc3n2)cc1 | 3 | i | -8 | -5 | -3 | · | -5 | 0 | -1
COc1ccc(/C=N\NC(=O)c2ccc([N+](=O)[O-])c(C)c2)cc1COc1ccccc1C(N)=O | 4 | i | 14 | 0 | 35* | i | -5 | -2 | 19
CC(C)C(=O)Nc1c(C(=O)N2CCN(c3ncccn3)CC2)oc2ccccc12 | 4 | i | 0 | 11 | -2 | i | 9 | 1 | 0
COc1ccc(NC(=O)CCC(=O)Nc2cc(OC)c(NC(=O)c3cccs3)cc2OC)cc1 | -1 | i | -2 | 2 | -4 | i | 14 | -1 | -5
Cc1cccc(C(=O)Nc2cccc(C(=O)N/N=C/c3cccc(C)n3)c2)c1 | 0 | i | 0 | -7 | -4 | i | 4 | -1 | -2
Brc1ccc(N=Nc2ccc3ccccc3n2)cc1 | -1 | i | 0 | 30 | 6 | i | 9 | 0 | 9
O=C(NCc1cccc(Cl)c1)c1ccc2nc[nH]c2c1 | 0 | i | -9 | -3 | 3 | i | 4 | 1 | 2
Cc1c(Cl)c([N+](=O)[O-])nn1Cc1ccc(C(=O)Nc2ccc(Cl)cn2)o1 | 1 | i | 38 | 17 | -1 | i | -5 | 1 | 3
CC(=O)c1cccc(S(=O)(=O)NC2CC2)c1 | 2 | i | -8 | 7 | -5 | i | 35 | 2 | -5
CC(=O)N1c2ccc(S(=O)(=O)N3CCC(C(=O)NC4CCC(C)CC4)CC3)cc2CC1C (configuration not stated) | 1 | i | -2 | -1 | -1 | i | 4 | -1 | 2
COc1ccccc1NS(=O)(=O)c1ccc2[nH]c(=O)[nH]c2c1 | 0 | i | -1 | 13 | -1 | i | 2 | -2 | -6
CCOC(=O)CC(=O)CSc1ccc2nnc(-c3ccc(F)cc3)n2n1 | 0 | i | 5 | 0 | 2 | + | 14 | -3 | 6
COc1ccccc1-c1sc2ccccc2c1-c1ccc2c(c1)OCO2 | -4 | i | 24 | -17 | 3 | i | 10 | -1 | -4
O=C(O)C1CC=CCC1C(=O)Nc1ccccc1Cl (configuration not stated) | 6 | i | -8 | 2 | -2 | i | 0 | 0 | 1
COc1cc(NC(=O)COc2cc(O)c3c(c2)OC(C)(C)CC3=O)cc(OC)c1 | 3 | i | 28 | 7 | 1 | i | 3 | -5 | 1
O=Cc1c(NCc2ccccc2F)c2ccccc2[nH]c1=O | -1 | i | -1 | 8 | 2 | i | 14 | -1 | -5
O=C(N/N=C/C(Cl)=C/c1ccc([N+](=O)[O-])cc1)C(=O)Nc1cccc(C(=O)O)c1 | 2 | i | 8 | -5 | 11 | i | -11 | -2 | 4
COc1cc(C2NC(=O)NC(C)=C2C(=O)OCC2CCCO2)ccc1O (configuration not stated) | 0 | i | -10 | 14 | 0 | i | 3 | -1 | 0
CN(C)S(=O)(=O)n1cc(/C=C(\NC(=O)c2ccccc2F)C(=O)NCCCN2CCOCC2)c2ccccc21 | 1 | i | 1 | 0 | 0 | i | 6 | 4 | -3
Following part
SMILES | MT1-MMP act inh | Rpn11 inh | FAS TE block | SKN-1 block | CSN inh | Neddyl block | MLLE-PAM2 inh | Rin1 Abl inh | NadD inh
CCc1ccc2oc(-c3cccc(N)c3)nc2c1 | -1 | i | 8 | 25 | 4 | · | -12 | -4 | -3
CCCS(=O)(=O)NC(=O)C1(C)CCN(C(=O)COc2ccccc2)C1 (configuration not stated) | 5 | i | -3 | -10 | 2 | i | 0 | 5 | 3
CC(=O)c1cc2c(cc1NC(=O)c1cc3nc(C(C)C)cc(C(F)(F)F)n3n1)OCO2 | 5 | i | 13 | -39 | -7 | i | -7 | 2 | -8
S=C(Cc1ccccc1)NCCc1ccccc1 | 3 | i | -5 | -12 | 0 | i | 19 | 5 | -6
O=C(Nc1ccc2c(c1)OCCO2)C(c1ccncc1)n1c(=O)c(-c2cc3ccccc3[nH]2)nc2ccccc21 (configuration not stated) | -6 | · | · | 12 | -1 | · | · | · | ·
O=C(c1nc2ncccn2n1)N1CCN(c2ccc(F)cc2)CC1 | 6 | i | -4 | 7 | 3 | i | 7 | -1 | 2
CC(C)n1cnc2cc(NCc3ccco3)ccc21 | 23 | i | -7 | -3 | 1 | i | -14 | -2 | 11

Given as tab-separated lines: part of the list above
mol	MT1-MMP act inh	Rpn11 inh	FAS TE block	SKN-1 block	CSN inh	Neddyl block	MLLE-PAM2 inh	Rin1 Abl inh	NadD inh
CCOC(=O)CC(=O)CSc1ccc2nnc(-c3ccc(F)cc3)n2n1	0	i	5	0	2	+	14	-3	6
COc1ccccc1-c1sc2ccccc2c1-c1ccc2c(c1)OCO2	-4	i	24	-17	3	i	10	-1	-4
O=C(O)C1CC=CCC1C(=O)Nc1ccccc1Cl (configuration not stated)	6	i	-8	2	-2	i	0	0	1
COc1cc(NC(=O)COc2cc(O)c3c(c2)OC(C)(C)CC3=O)cc(OC)c1	3	i	28	7	1	i	3	-5	1
O=Cc1c(NCc2ccccc2F)c2ccccc2[nH]c1=O	-1	i	-1	8	2	i	14	-1	-5
O=C(N/N=C/C(Cl)=C/c1ccc([N+](=O)[O-])cc1)C(=O)Nc1cccc(C(=O)O)c1	2	i	8	-5	11	i	-11	-2	4
COc1cc(C2NC(=O)NC(C)=C2C(=O)OCC2CCCO2)ccc1O (configuration not stated)	0	i	-10	14	0	i	3	-1	0
CN(C)S(=O)(=O)n1cc(/C=C(\NC(=O)c2ccccc2F)C(=O)NCCCN2CCOCC2)c2ccccc21	1	i	1	0	0	i	6	4	-3
CCc1ccc2oc(-c3cccc(N)c3)nc2c1	-1	i	8	25	4	·	-12	-4	-3
CCCS(=O)(=O)NC(=O)C1(C)CCN(C(=O)COc2ccccc2)C1 (configuration not stated)	5	i	-3	-10	2	i	0	5	3
CC(=O)c1cc2c(cc1NC(=O)c1cc3nc(C(C)C)cc(C(F)(F)F)n3n1)OCO2	5	i	13	-39	-7	i	-7	2	-8
S=C(Cc1ccccc1)NCCc1ccccc1	3	i	-5	-12	0	i	19	5	-6

Screening data deposited in PubChem BioAssay by several laboratories.
